Bioassay records from PubChem.
Neddyl block – blocks human cullin neddylation | P61081+Q13564 | calls only at 25 µM | TR-FRET cullin neddylation, biochemical | 360,000 tested, 0.58% active; in the data active = inhibition above about 36%
Target sequence (P61081 whole entry, looked up): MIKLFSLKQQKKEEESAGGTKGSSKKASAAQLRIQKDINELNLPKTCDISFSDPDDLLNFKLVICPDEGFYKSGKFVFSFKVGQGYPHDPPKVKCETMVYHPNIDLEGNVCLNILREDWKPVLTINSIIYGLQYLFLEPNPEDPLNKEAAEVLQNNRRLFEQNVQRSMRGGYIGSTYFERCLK
Target sequence (Q13564 whole entry, looked up): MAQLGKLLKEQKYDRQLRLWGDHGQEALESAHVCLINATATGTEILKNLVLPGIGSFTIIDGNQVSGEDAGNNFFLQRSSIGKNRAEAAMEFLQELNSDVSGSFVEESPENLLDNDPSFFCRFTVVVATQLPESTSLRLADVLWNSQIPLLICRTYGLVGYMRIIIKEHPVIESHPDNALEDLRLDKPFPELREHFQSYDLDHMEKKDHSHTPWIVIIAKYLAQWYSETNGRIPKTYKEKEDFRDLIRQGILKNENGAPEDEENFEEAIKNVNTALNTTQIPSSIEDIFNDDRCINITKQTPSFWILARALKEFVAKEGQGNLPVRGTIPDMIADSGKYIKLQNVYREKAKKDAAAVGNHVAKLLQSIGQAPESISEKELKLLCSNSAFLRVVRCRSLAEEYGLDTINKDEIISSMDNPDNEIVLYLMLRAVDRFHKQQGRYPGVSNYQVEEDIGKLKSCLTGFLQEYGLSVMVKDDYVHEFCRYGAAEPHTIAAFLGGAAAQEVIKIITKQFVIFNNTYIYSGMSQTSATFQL
MsrA inh – inhibits bovine methionine sulfoxide reductase A. purified bovine MsrA, absorbance read-out. inhibition, % at 15.5 µM. 360,000 tested, 0.75% active. AID 651718; in the data active = inhibition above about 4.5%;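 also: 0% = vehicle wells with enzyme and 100% = reference inhibitor wells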
FAS-TE inh – blocks the thioesterase domain of human fatty acid synthase; 360,000 tested, 0.67% active; recombinant FAS-TE, OMFH fluorogenic substrate, fluorescence endpoint; inhibition, % at 15 µM; AID 602261; P49327;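 active = compounds whose normalised, plate-corrected inhibition of enzyme fluorescence in the single-dose primary screen is 50% or more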;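 also: 0% = DMSO with enzyme and 100% = substrate without enzyme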
CendR NRP1 mod – modulators of CendR peptide binding to human neuropilin-1; O14786; AID 602438; 360,000 tested, 0.85% active; FAM-RPARPAR peptide binding to NRP-1, fluorescence polarization; inhibition, % at 25 µM;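 active = inhibition or corrected inhibition above about 18%, plus a signal ratio from 0.5 to 1.5, limit read from the data, passing the limit was not always enough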; also: strong numbers were not always called active
Rin1 Abl inh – human Rin1-Abl interaction inhibition | P00519+Q13671 | TR-FRET Rin1/Abl binding, biochemical | inhibition, % at 7.35 µM | 360,000 tested, 0.4% active | AID 588664; in the data active = inhibition above about 5%, passing the limit was not always enough
E coli Lon inh – inhibits E. coli Lon protease; P0A9M0; purified E. coli Lon protease, fluorescence polarization; inhibition, % at 7.94 µM; 360,000 tested, 0.42% active; AID 602123; in the data active = inhibition above about 13%, passing the limit was not always enough;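 also: 0% = enzyme with probe and DMSO and 100% = no enzyme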
SKN-1 block – blocks SKN-1 activity in C. elegans; C. elegans VP596 Pgst-4::GFP/RFP ratio, acrylamide-induced, 24 h; AID 624304; inhibition, % at 21.8 µM; 360,000 tested, 0.49% active;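 active = interference check ratio from 0.5 to 1.5 plus GFP to RFP signal ratio inhibition reaching or exceeding a fixed threshold, cut at about 30% in these data, passing the limit was not always enough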; also: some compounds called inactive have numbers as strong as hits
MsrA act – bovine methionine sulfoxide reductase A activation. purified bovine MsrA, absorbance read-out. activation, % at 10.6 µM. 360,000 tested, 0.3% active. AID 602163; in the data active = activation above about 7.5%;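 also: 0% = vehicle and 100% = reference activator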
MT1-MMP act inh – inhibitors of human MT1-MMP activation | HT1080 RFP-PRO-GFP cells, GFP/RFP ratio fluorescence, overnight; percent of plate control window, DMSO zero | GFP/RFP ratio change, % at 20 µM | 360,000 tested, 0.061% active | AID 651647;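 active = GFP/RFP ratio change of at least 30% with cell ATP level not reduced by more than half and red fluorescence within 50% of control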; also: strong numbers were not always called active
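Assay system: HT1080 RFP-PRO-GFP cells. Benchmarks: DMSO vehicle wells and RFP-L50D-GFP reporter cell wells. Times: overnight cell settling, then overnight compound exposure, 37 °C, 5% CO2. Compound: 20 µM single dose, 1% DMSO. Read-out basis: GFP/RFP fluorescence ratio.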
Starred values were filed as active, the others as inactive; i = inactive; / = no result given; + = active, no number.

SMILES	Neddyl block	MsrA inh	FAS-TE inh	CendR NRP1 mod	Rin1 Abl inh	E coli Lon inh	SKN-1 block	MsrA act	MT1-MMP act inh
O=C1c2ccccc2NC(c2ccccc2)N1c1ccc(O)cc1 (configuration not stated)	i	1.3	1	-3	2	3	-18	-3	8
CC(=O)c1cccc(S(=O)(=O)N2CCC(C(=O)O)(c3ccccc3)CC2)c1	i	-0.5	-2	24*	-1	-3	9	-2	2
Cc1ccc(-c2oc3ccccc3c(=O)c2OCC(=O)O)cc1	i	2.2	-1	19*	4	3	-3	0	-3
COc1cc(S(=O)(=O)N2CCN=C2c2ccccc2)ccc1Cl	i	-1.0	3	6	-3	-3	0	-2	2
Cc1nnc(SCC(=O)N(C)c2c(N)n(Cc3ccccc3)c(=O)[nH]c2=O)n1Cc1ccccc1	i	0.0	-6	6	0	0	-11	-1	-5
CCC(C)Nc1nc(SC(C(C)=O)C(C)=O)nc(N(C)C)n1 (configuration not stated)	i	2.2	2	-7	-2	0	-1	-4	4
CN(C)c1ccc(N2C(=NC(=O)C3CCCO3)SC3CS(=O)(=O)CC32)cc1 (configuration not stated)	i	3.0	-8	-3	4	10	4	-1	-4
COc1ccc(OC)c(CN2CCN(C(=O)c3ccc(NS(=O)(=O)c4cccc([N+](=O)[O-])c4)cc3)CC2)c1	i	0.4	1	-9	0	-1	5	-3	1
COc1ccc2cc3cc(C(=O)NCCN4CCc5ccccc5C4)oc3nc2c1	/	/	-4	-4	-7	-7	4	-6	4
COc1ccc(C2C3=C(CC(C)(C)CC3=O)Nc3n[nH]c(C)c32)cc1 (configuration not stated)	/	3.8	-4	-16	0	3	17	-2	4
COc1ccccc1-n1c(SCC(=O)N2CCOCC2)nc(O)c(Cc2ccccc2)c1=O	i	-0.4	-5	-8	3	-4	-6	-14	-3
S=c1[nH]nc(COc2ccccc2)n1/N=C/c1cccs1	i	0.2	-6	-2	1	-3	10	4	3
Cc1cc(S(=O)(=O)NC(C)C)ccc1OCC(=O)N1CCOCC1	i	-0.2	-8	-11	0	-2	-14	-5	-1
CCN(C(=O)CSc1nnc(C2CC2)n1-c1ccccc1)C1CCS(=O)(=O)C1 (configuration not stated)	i	1.0	-4	6	5	-4	12	-1	-1
COc1ccc(C(CNC(=O)c2ccc(NS(=O)(=O)c3ccc(F)c(C)c3)cc2)N(C)C)cc1 (configuration not stated)	i	-1.8	-6	1	2	9	-4	1	0
COc1ccc(NC(=O)Cn2nnc3sc4c(c3c2=O)CC(C)(C)OC4)cc1	i	-0.3	5	-2	-3	-8	-9	-3	-1
Cc1cccn2cc(-c3cccc(NC(=O)c4cccs4)c3)nc12	i	-0.4	8	13	-6	6	14	-10	3
Cc1cc(C)c(NC(=O)CNC(=O)COC(=O)C2CCN(c3ccc(C(F)(F)F)cn3)CC2)c(C)c1	i	0.9	7	0	2	-4	0	-2	-5
CN1CCN(C(=O)c2cnn(-c3ccccc3)c2NC(=O)c2ccccc2F)CC1	i	2.1	-9	12	0	-10	7	-3	3
COc1ccc(C(C(=O)NC2CCCC2)N(C(=O)c2csnn2)C2CCCC2)cc1 (configuration not stated)	i	-0.6	-1	-2	3	-3	-12	-3	-2
O=C(NCc1nnc(SCC(=O)N2CCCC2)o1)c1ccccc1F	i	0.5	-6	-7	1	2	12	-3	0
OCCN(CCO)c1ncnc2c1oc1ccc(Br)cc12	i	0.9	-10	5	6	2	-15	-14	-8
CN(CC(=O)Nc1cccc(S(=O)(=O)N2CCCCC2)c1)Cc1ccc(F)cc1	i	0.1	25	-5	-3	0	1	-1	5
COc1ccc(NC(=O)c2cc(S(=O)(=O)N3CCOCC3)ccc2N2CCOCC2)cc1	i	1.8	-5	7	0	-2	-3	-2	-4
OCC[C@@H]1C[C@H](O)[C@@H](O)[C@@]2(OCc3cc(C(F)(F)F)ccc32)O1	i	0.1	-4	-6	-2	-3	7	-1	4
CCC(=O)N(Cc1ccccc1)c1ccccn1	i	-0.6	-6	5	-6	0	12	1	1
O=C(Nc1ccccc1)c1cc(C2CCCCN2C(=O)c2cccs2)on1 (configuration not stated)	i	-0.3	4	5	-1	-7	8	-5	0
N#CCCn1c(SCC(=O)NCC2CCCO2)nc2ccccc21 (configuration not stated)	i	-0.8	-10	0	3	-5	-7	0	-3
O=C(Nc1nc(-c2ccccn2)cs1)c1ccc2c(c1)OCCO2	i	0.3	2	-9	0	-4	-4	-1	6
O=C1CC(N(O)c2ccccc2)C(=O)N1c1cc(Cl)cc(Cl)c1 (configuration not stated)	i	-0.4	-5	-7	3	2	-28	2	13

Part of the list above in order of number of heavy atoms, high to low:
SMILES	Neddyl block	MsrA inh	FAS-TE inh	CendR NRP1 mod	Rin1 Abl inh	E coli Lon inh	SKN-1 block	MsrA act	MT1-MMP act inh
CN(CC(=O)Nc1cccc(S(=O)(=O)N2CCCCC2)c1)Cc1ccc(F)cc1	i	0.1	25	-5	-3	0	1	-1	5
O=C(Nc1ccccc1)c1cc(C2CCCCN2C(=O)c2cccs2)on1 (configuration not stated)	i	-0.3	4	5	-1	-7	8	-5	0
O=C(NCc1nnc(SCC(=O)N2CCCC2)o1)c1ccccc1F	i	0.5	-6	-7	1	2	12	-3	0
N#CCCn1c(SCC(=O)NCC2CCCO2)nc2ccccc21 (configuration not stated)	i	-0.8	-10	0	3	-5	-7	0	-3
OCC[C@@H]1C[C@H](O)[C@@H](O)[C@@]2(OCc3cc(C(F)(F)F)ccc32)O1	i	0.1	-4	-6	-2	-3	7	-1	4

Going on with the list:
SMILES	Neddyl block	MsrA inh	FAS-TE inh	CendR NRP1 mod	Rin1 Abl inh	E coli Lon inh	SKN-1 block	MsrA act	MT1-MMP act inh
COC(=O)CN1C(=O)C(C)(C)Oc2ccc(C(=O)NC3CC3)cc21	i	-0.1	-3	6	0	9	23	-1	4
CC1CCc2c(sc3ncnc(NCCCOC(C)C)c23)C1 (configuration not stated)	i	1.0	3	5	-1	-10	4	-4	2
O=C(CN1CCN(Cc2ccccc2)CC1)N1N=CCC1c1ccccc1 (configuration not stated)	i	-0.4	-4	-11	1	-6	-3	-2	1
COCCNC(=O)CCCn1c(=O)c2cc(OC)c(OC)cc2n(CC(=O)Nc2ccc(F)cc2)c1=O	i	0.1	-4	7	0	-6	-6	-4	-3
CCOc1ccccc1C1C(C(=O)Nc2ccccc2OC)=C(C)Nc2nnnn21 (configuration not stated)	i	0.1	1	5	0	-8	11	-3	0
COc1ccc(S(=O)(=O)NNC(=O)Nc2ccc(C)cc2C)c(OC)c1	i	-1.5	-5	18	3	-5	-10	-4	-4
CCN(CC)c1ccc(C(=O)N/N=C/c2ccc(OC)cc2OC)cc1	+	4.0	6	7	-2	6	-4	-6	1
O=C(CSc1ccc(Cl)cc1)N1CCN(c2ccc(Cl)cc2[N+](=O)[O-])CC1	i	1.2	32	4	2	-8	6	-6	3
Cc1cc(C)n2nc(C(=O)N/N=C/c3ccco3)nc2n1	i	1.7	-7	-2	-2	5	-2	-2	-3
NC1=NC(c2ccc(F)cc2)n2c(nc3ccccc32)N1 (configuration not stated)	i	-0.4	-10	9	2	-1	4	-2	4
CCCN1Cc2cccc(C(=O)Nc3ccc(CC)cc3)c2C1=O	i	-1.6	5	8	1	0	6	-1	5
Cc1cccc(NC(=O)CSc2nnc(-c3ccccc3)n2N)c1	i	-1.0	-3	-11	-4	-8	-27	0	2
CCSc1nnc(NC(=O)CCNC(=O)c2ccccc2Cl)s1	i	0.1	-5	3	-2	-3	8	-1	1
CCN(CC)S(=O)(=O)c1ccc(NC(=O)c2cc(-c3ccccc3)nc3ccccc23)cc1	i	0.1	31	1	-1	-4	-1	2	9
O=C(CCNC(=O)c1ccc(Br)cc1)NNC(=O)c1ccccc1	i	-0.8	-5	-2	-3	4	-6	-3	0
CC(C)c1nc2sc3c(SCCN(C)C)ncnc3c2c2c1CCC2	i	1.0	-1	-4	-7	14	-2	-2	1
COc1ccc(N=C2NC(=O)CS2)c([N+](=O)[O-])c1	i	0.9	-4	-4	-2	3	-8	-3	2
CNC(=O)N(O)C1N(C)C(=O)N(CC(=O)OC)C1(C)C (configuration not stated)	i	-1.1	-6	0	0	-2	-25	-14	1
COc1cc2c(=O)n(Cc3ccco3)c(=O)n(CC(=O)c3ccc(Br)cc3)c2cc1OC	i	1.0	21	-7	-3	5	-4	-4	8
CCOc1ccccc1C=C1SC(=S)N(CC)C1=O	i	0.1	20	-6	2	5	0	-1	0
CCn1c(NCc2ccccn2)nc2ccccc21	i	-0.6	-4	-9	-1	-10	-20	-8	0
CNC(=O)CSc1nnc(-c2ccco2)n1-c1cccc(C)c1	i	-0.7	-4	3	1	-3	-20	-6	-5
COc1ccc(C(=O)N(CCc2ccccc2)Cc2ccccc2)c(OC)n1	i	1.4	15	1	-2	6	8	-2	-7
O=C(N/N=C/c1ccc(OC(=O)c2ccc3c(c2)OCO3)cc1)c1cncc(Br)c1	i	0.7	0	-3	-1	0	1	-5	8
CCCCc1cc(=O)oc2cc(OCC(=O)NCc3ccccn3)c(Cl)cc12	i	-0.2	-10	-15	-1	-12	13	-1	-1
Cc1ccccc1C(=O)NCCSc1ccccc1	i	-0.2	-3	-3	-1	-11	-12	-6	6
O=C1C(=Cc2cccc(Cl)c2)CCc2ccccc21	i	1.3	32	13	2	-4	29	-3	6
C[C@H](CCC(=O)O)[C@H]1CC[C@H]2[C@@H]3C(=O)C[C@@H]4CC(=O)CC[C@]4(C)[C@H]3CC(=O)[C@]12C	i	1.2	-3	10	3	-2	5	-5	2
Nc1nc(SCC(=O)NCc2ccccc2)[nH]c(=O)c1NC(=O)c1ccccc1F	i	-0.2	-11	-3	1	9	1	-4	-1
CCOC(=O)C(C(=O)Nc1ccccc1)C1CCCCC1 (configuration not stated)	i	-1.1	-7	-7	2	-4	-5	-11	0
Cc1cc(C)cc(NS(=O)(=O)c2cnc(Cl)c(Cl)c2)c1	i	0.5	17	13	4	1	9	1	-1
CCc1cccc2c(C(=O)COC(=O)c3nn(C)c(=O)c4ccccc34)c[nH]c12	i	0.8	-8	-1	0	-8	31	-4	-1
CSc1ccccc1C(=O)C1CCCN(C(=O)CCN2CCCO2)C1 (configuration not stated)	i	1.8	-2	12	-2	6	7	-2	-6
O=C(O)CCC(NS(=O)(=O)c1ccc(N2CCCC2=O)cc1)C(=O)O (configuration not stated)	i	0.4	-7	-1	1	-7	4	-1	-1
CN(C)/C(=N\S(=O)(=O)c1ccccc1)c1ccc(F)cc1	i	-1.2	-5	-4	1	2	15	-2	2
Cc1cc(Cl)ccc1NC(=O)CSc1n[nH]c(N)n1	i	0.0	-12	10	1	-8	-9	-8	1
Cc1ccc(C#CC[N+]2(CC#Cc3ccc(C)cc3)CCCCC2)cc1	i	1.6	6	-4	-2	2	-8	-8	-20
Cc1c(Cl)cccc1N(CC(=O)O)S(C)(=O)=O	i	-1.7	-6	5	-1	1	-2	-5	5
Cc1ccc(S(=O)(=O)N2CCC(C)CC2)cc1C(=O)NCc1ccccn1	i	-0.3	-2	4	1	1	-14	-2	3
COc1ccc(Cc2nnc(SCC(=O)Nc3cc(Cl)ccc3OC)[nH]c2=O)cc1	i	0.1	-4	5	0	3	9	-2	2
O=C(OCCOc1ccccc1F)c1cccc(S(=O)(=O)N2CCOCC2)c1	i	-0.6	12	8	-2	4	10	0	3
CN(CC(=O)Nc1ccccc1Cl)C(=O)CSC(=S)N1CCCC1	i	-0.1	-2	-3	-3	-12	-16	-9	5
COc1ccc(N2CCN(S(=O)(=O)c3cc(Br)cnc3N)CC2)cc1	i	-0.3	-1	10	1	2	-3	-8	0
CCCCNC(=O)COC(=O)CCC(=O)c1cccs1	i	0.8	-6	7	1	0	3	-5	4
O=C(Nc1c(C(=O)N2CCOCC2)oc2ccccc12)c1cccc([N+](=O)[O-])c1	i	-0.8	28	8	8	4	-2	-3	1
